From PubChem
LYP inh 2: PTPN22 phosphatase inhibitors, primary screen, biochemical, DiFMUP fluorescence, 2 µM. recombinant LYP catalytic domain. inhibition, % at 2 µM. hit rate 0.21% among 96,000. AID 640, 2007;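 active means inhibition at 2 µM at or above a set limit, the screen mean plus 3 SD, cut at about 24% in these data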;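 further: 0% = DMSO with enzyme and 100% = enzyme fully blocked by orthovanadate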
Candida biofilm: clotrimazole potentiators killing Candida biofilms, primary screen, with clotrimazole, Alamar Blue | C. albicans biofilm + clotrimazole | inhibition, % at 6 µM | hit rate 0.14% among 85,000;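 active means inhibition above 20%; inactive means inhibition below 20%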;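 further: preformed 24 hr biofilms exposed to compound for 48 hr; 0% = biofilm without compound and 100% = blank killed by clotrimazole plus chlorhexidine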
DAT uptake mod: changed hDAT dopamine uptake under cocaine IC80, either direction, primary screen, cocaine antagonist project, cell-based, LLC-PK1 hDAT, [14C]-dopamine uptake, MLSMR; Sodium-dependent dopamine transporter (Homo sapiens), Q01959; LLC-PK1 hDAT cells, [14C]-dopamine uptake with cocaine IC80; actives deviate in either direction; B-score at 10 µM; hit rate 1.3% among 110,000;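 active means Z score or B-score, a plate-position-corrected score, falls beyond the plate's 99.7% confidence bounds, in either direction; inactive means both scores lie inside the 99.7% bounds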;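 further: scored against the spread of the other compound wells on the same plate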
Target sequence (Q01959 whole entry, looked up): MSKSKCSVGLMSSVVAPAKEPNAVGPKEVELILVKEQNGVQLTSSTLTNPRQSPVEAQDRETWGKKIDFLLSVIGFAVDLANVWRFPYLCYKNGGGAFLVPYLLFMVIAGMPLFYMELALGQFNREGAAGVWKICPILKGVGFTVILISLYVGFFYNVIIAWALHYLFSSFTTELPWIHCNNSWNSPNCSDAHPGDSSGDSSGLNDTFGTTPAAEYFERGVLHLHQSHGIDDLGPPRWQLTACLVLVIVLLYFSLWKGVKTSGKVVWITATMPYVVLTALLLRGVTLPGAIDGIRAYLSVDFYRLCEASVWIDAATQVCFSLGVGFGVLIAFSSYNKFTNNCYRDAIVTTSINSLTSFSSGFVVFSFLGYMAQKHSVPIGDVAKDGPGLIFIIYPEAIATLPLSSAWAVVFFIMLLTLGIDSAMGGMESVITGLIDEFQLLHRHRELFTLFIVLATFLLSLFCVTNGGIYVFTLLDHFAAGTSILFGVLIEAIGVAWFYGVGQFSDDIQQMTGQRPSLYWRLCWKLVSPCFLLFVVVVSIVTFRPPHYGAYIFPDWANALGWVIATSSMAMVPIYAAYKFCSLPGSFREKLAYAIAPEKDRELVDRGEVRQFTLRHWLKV
Smad3 inh: Smad3/FoxH1 peptide binding inhibitors, primary screen, biochemical, TR-FRET; Mothers against decapentaplegic homolog 3 (Homo sapiens), P84022; TR-FRET Smad3/Dy647-FoxH1 peptide binding, europium anti-His; inhibition, % at 25 µM; hit rate 0.29% among 88,000;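 active means compounds that reduce the energy-transfer binding signal between the protein and its labelled peptide by more than half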;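 further: 0% = Smad3 plus labelled peptide maximal FRET and 100% = peptide-only background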
Target sequence (P84022 whole entry, looked up): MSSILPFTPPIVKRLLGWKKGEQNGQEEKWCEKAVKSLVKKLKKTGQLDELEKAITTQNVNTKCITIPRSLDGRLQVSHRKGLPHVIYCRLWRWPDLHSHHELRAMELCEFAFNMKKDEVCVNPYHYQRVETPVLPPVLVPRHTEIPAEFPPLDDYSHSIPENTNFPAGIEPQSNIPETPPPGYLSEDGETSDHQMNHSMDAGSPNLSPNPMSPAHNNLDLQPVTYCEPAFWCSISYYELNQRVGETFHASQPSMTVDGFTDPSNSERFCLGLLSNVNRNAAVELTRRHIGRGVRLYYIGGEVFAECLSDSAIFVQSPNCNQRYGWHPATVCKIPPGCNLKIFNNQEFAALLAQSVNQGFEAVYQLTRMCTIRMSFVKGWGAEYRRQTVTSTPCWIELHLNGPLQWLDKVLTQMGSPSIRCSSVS
MT1-MMP txn act: MT1-MMP promoter reporter activation – cell-based, luciferase luminescence, primary screen. HT1080 MT1-MMP promoter luciferase reporter, overnight; hits give high values. activation factor at 10 µM. hit rate 0.16% among 86,000. AID 750, 2007;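 active means activation factor of at least 2 for MT1-MMP transcription at 10 µM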
* marks the source's active call; other numbers are inactive results; nt = no result given; & = joins results of further samples; [ ] = remark or other dose. An excerpt; count on the stated rates, not on these rows.

SMILES	LYP inh 2	Candida biofilm	DAT uptake mod	Smad3 inh	MT1-MMP txn act
COC(=O)c1cccc(C23CC4(C2)[C@H](CN(C)[C@@H]4c2ccccc2)C3c2ccc(C(F)(F)F)cc2)c1 (some centres undefined)	nt	nt	1.06	nt	1.1
COc1ccccc1C(=O)N1CCN(Cc2ccc3c(c2)OCO3)CC1	nt	nt	0.102	nt	1
CC(=O)Nc1cccc(-c2nnc(SCC(=O)N3CCCCC3)n2C)c1	nt	nt	0.00632	nt	1.1
CCC/C=C(\CCC)C(NC(=O)CCc1ccccc1)c1ccc(C(F)(F)F)cc1 (centres undefined)	nt	nt	-1.02	nt	1.2
CCC1=C(OC(=O)N(CC)CC)N2C(=O)OC(=NCC3CC3)[C@]2(C)[C@H]2C1=CC[C@H]1C(=O)NC(=O)[C@H]12	nt	nt	-0.0298	nt	1.1
C[C@]1(C(=O)NCCN2CCOCC2)C=C[C@@H](Cc2ccccc2)N1C(=O)c1ccccc1	nt	nt	-0.0933	nt	1.1
Cn1c(SCC(=O)N2c3ccccc3Sc3ccc(Cl)cc32)nnc1-c1ccco1	nt	nt	0.0115	nt	1.1
COC(=O)c1ccsc1NC(=O)c1ccc2c(c1)OCCO2	nt	nt	-0.415	nt	1.4
CCOC(=O)N1CCN(CC(=O)c2c(C)[nH]c3ccccc23)CC1	nt	nt	0.786	nt	1.1
COC(=O)[C@@H]1C[C@@H]2CC[C@@H](O)C[C@@H]2N1Cc1ccccc1OS(=O)(=O)c1ccc(C)cc1	nt	nt	1.52	nt	1
c1ccc2c(c1)CCN(c1ncnc3c1[nH]c1ccccc13)C2	nt	nt	-1.58	nt	1.3
CC1=C(C(=O)OCc2ccccc2)C(c2ccc3ccccc3c2)NC(=O)N1CCCCCC(=O)O (centres undefined)	nt	nt	1.21	nt	1
COc1ccc(C2NC(=O)N(CCCC(=O)O)C(C)=C2C(=O)OCc2ccccc2)cc1 (centres undefined)	nt	nt	0.139	nt	1.2
Cc1cc(NC(=O)c2cc3n(n2)C(C(F)(F)F)CC(c2ccc(Cl)c(Cl)c2)N3)no1 (centres undefined)	nt	nt	-0.8	nt	1
CC(C)Cc1cc(C(=O)NCCc2ccccc2)no1	nt	nt	-0.489	nt	1.2
CCC/C=C(\CCC)C(NC(=O)c1ccc(C(=O)OC)cc1)c1ccc(C(=O)OC)cc1 (centres undefined)	nt	nt	0.604	nt	1.3
Cc1ccc(C)c(-c2nc3cc(N)ccc3o2)c1	nt	nt	1.02	nt	0.5
COc1ccc(Nc2ncnc3c2cnn3-c2cccc(C)c2)cc1OC	nt	nt	-0.17	nt	1.1
CN(C)/C=N/c1cc(=O)n(Cc2ccccc2)c(=O)n1C	nt	nt	-1.04	nt	1.1
Cc1nn(-c2ccccc2)c2sc(C(=O)O)cc12	nt	nt	-0.00388	nt	1.1
CCCCNCCCOc1cccc(Cl)c1	nt	nt	1.15	nt	1.1
COC(=O)[C@@H]1C[C@@]2(O)[C@@H](O)[C@@H](O)[C@@H](O)C[C@H]2N1Cc1ccc(C)s1	nt	nt	-1.44	nt	1
CCCCNC(=O)C(c1ccc(-c2ccccc2)cc1)N(CCN1CCOCC1)C(=O)CCCCCN1C(=O)NC(c2ccc([N+](=O)[O-])cc2)C(C(=O)OCc2ccccc2)=C1C (centres undefined)	nt	nt	-0.184	nt	1.1
CCCC/C=C/C(NC(=O)c1ccc(C(=O)OC)cc1)c1ccccc1 (centres undefined)	nt	nt	-0.512	nt	1.2

Three entries from above, as labelled records.
CCC/C=C(\CCC)C(NC(=O)c1ccc(C(=O)OC)cc1)c1ccc(C(=O)OC)cc1 (centres undefined)
  LYP inh 2: nt; Candida biofilm: nt; DAT uptake mod: 0.604; Smad3 inh: nt; MT1-MMP txn act: 1.3
Cc1ccc(C)c(-c2nc3cc(N)ccc3o2)c1
  LYP inh 2: nt; Candida biofilm: nt; DAT uptake mod: 1.02; Smad3 inh: nt; MT1-MMP txn act: 0.5
COc1ccc(Nc2ncnc3c2cnn3-c2cccc(C)c2)cc1OC
  LYP inh 2: nt; Candida biofilm: nt; DAT uptake mod: -0.17; Smad3 inh: nt; MT1-MMP txn act: 1.1

Continued.
SMILES	LYP inh 2	Candida biofilm	DAT uptake mod	Smad3 inh	MT1-MMP txn act
COCCCN1C(=O)C(=O)/C(=C(/O)c2ccc(OC(C)C)cc2)C1c1ccncc1 (centres undefined)	nt	nt	0.386	nt	1
COc1ccc(CNC(=O)C(C)Cc2ccccc2)cc1O (centres undefined)	nt	nt	0.25	nt	1
CCC1=C(OC(=O)N(CC)CC)N2C(=O)OC(=NCCc3c[nH]c4ccccc34)[C@]2(Cc2ccccc2)[C@H]2C1=CC[C@H]1C(=O)N(c3ccccc3)C(=O)[C@H]12	nt	nt	0.474	nt	1.1
CN1C[C@@H]2C(c3ccc(Cl)nc3)C3(c4cccnc4)CC2(C3)[C@H]1c1ccccc1 (some centres undefined)	nt	nt	-0.532	nt	1.8
COc1ccccc1C(=O)N1CCN(c2nc3cc(C)c(C)cc3cc2C#N)CC1	nt	nt	1.91	nt	0.9
C[C@@H](C(=O)Nc1ccc2ccccc2c1)[C@H]1C[C@]1(C)[C@H](NS(=O)(=O)c1ccc(-c2ccccc2)cc1)c1ccccc1	nt	nt	0.1	nt	1.3
COc1nc(Nc2ccc(C(C)=O)cc2)nc(OC)n1	nt	nt	0.29	nt	1.1
C[C@@H](C(=O)Nc1ccc2ccccc2c1)[C@H]1C[C@]1(C)[C@H](NP(=O)(c1ccccc1)c1ccccc1)c1ccccc1	nt	nt	0.414	nt	1.2
c1ccc(-c2c3ccccc3nc3[nH]c4ccccc4c23)cc1	nt	nt	-0.0998	nt	1.1
COC(=O)[C@@H]1C[C@H]2CC[C@H](O)C[C@H]2N1Cc1ccc(N2CCN(C)CC2)cc1	nt	nt	-0.00071	nt	1.1
Cc1cc(C(=O)N[C@H](c2ccccc2)[C@@]2(C)C[C@@H]2[C@@H](C)C(=O)Nc2ccc3ccccc3c2)n(C)n1	nt	nt	0.00337	nt	1.3
Cc1cc(C(=O)Nc2nc3c(s2)CCCC3)cs1	nt	nt	0.425	-4.9	0.9
Cc1scc(C(=O)NCc2ccco2)c1-c1ccccc1	nt	nt	0.218	7.6	1.1
CCc1oc2ccccc2c1C(=O)c1cc(Br)c(O)c(Br)c1	nt	nt	0.677	30.3	1.1
N#Cc1ccccc1Sc1ccccc1C(=O)OCC(=O)N1CCN(C(=O)c2ccco2)CC1	nt	nt	0.1	5.2	1.1
COC(=O)C1CCN(C(=O)COC(=O)CC(NC(N)=O)c2ccc(Cl)cc2)CC1 (centres undefined)	nt	nt	-0.662	4.2	1.1
Cc1ccsc1C(=O)OCC(=O)NCC1CCCO1 (centres undefined)	nt	nt	-1.27	6.1	1.2
Cc1cc(C)nc(-n2nc(C)c3c(C(F)F)cc(C)nc32)n1	nt	nt	0.228	4.3	1.1
Cc1occc1C(=O)Nc1nnc(C2CCCCC2)s1	nt	nt	1.35	-0.1	1
Cc1cc(=O)n2nc(N3CCCC(C(=O)NCCc4ccccc4)C3)sc2n1 (centres undefined)	nt	nt	1.37	3.7[fluorescence artefact?]	1.1
CCOc1cc2c(C#N)c(N3CCOCC3)nc(N)c2c(N)n1	nt	nt	1.16	11.0	1.2
CCC1CCCCN1C(=O)COC(=O)c1cc2ccccc2cc1O (centres undefined)	nt	nt	0.287	2.7	1.5
CC(C)(C)C1CCc2onc(C(=O)Nc3cccnc3)c2C1 (centres undefined)	nt	nt	0.839	4.2	1
CCN1CCN(CC(O)COCc2ccccc2)CC1 (centres undefined)	nt	nt	-0.0431	0.3	1.2

The final 2 compounds of the section before come first, to join the parts.
SMILES	LYP inh 2	Candida biofilm	DAT uptake mod	Smad3 inh	MT1-MMP txn act
CC(C)(C)C1CCc2onc(C(=O)Nc3cccnc3)c2C1 (centres undefined)	nt	nt	0.839	4.2	1
CCN1CCN(CC(O)COCc2ccccc2)CC1 (centres undefined)	nt	nt	-0.0431	0.3	1.2
CCOc1cc(N2CCOCC2)c(OCC)cc1NC(=O)C(NC(=O)c1ccco1)C(C)C (centres undefined)	nt	nt	-0.108	8.7	1.1
CCCCNC(=O)COC(=O)c1cc2c(C)nn(-c3ccccc3)c2s1	nt	nt	0.0952	3.2	1.1
Cc1ccc(C(=O)OCc2cn3ccccc3n2)cc1	nt	nt	0.927	7.4	1.4
Cn1nnnc1SCc1csc(Nc2ccccc2)n1	nt	nt	0.443	5.3	1.6
COc1ccc(NC(=O)C2(N(CC(C)C)C(=O)Cn3nnnc3N)CCCCC2)cc1	nt	nt	-0.323	3.3	1.4
O=C(COC(=O)c1ccccn1)Nc1cccc(Cl)c1	nt	nt	-0.487	-0.9	1.1
COc1ccccc1NC(=O)CN1C(=O)C2(OCCCO2)c2ccccc21	nt	nt	-0.128	1.4[fluorescence artefact?]	1.2
O=C(Cc1cn2ccsc2n1)Nc1nc2c(s1)CN(Cc1ccccc1)CC2	nt	nt	0.275	-0.5	1.2
Cc1ccsc1C(=O)OCC(=O)NCc1ccc2c(c1)OCO2	nt	nt	-0.732	9.8	1.1
CCOC(=O)c1cc(-c2nnc(SCC(=O)Nc3ccc(F)cc3)o2)c(C)nc1C	nt	nt	-0.123	5.3	1.2
COc1ccc(CCC2(C)NC(=O)NC2=O)cc1 (centres undefined)	nt	nt	0.00605	-5.3	1.4
O=C(Cc1c(F)c(F)c(F)c(F)c1F)OC12CC3CC(C1)C(=O)C(C3)C2	nt	nt	0.368	0.5	1.1
Cn1c(=O)c2cc(S(=O)(=O)NCCC(=O)Nc3ccc(Cl)cc3)ccc2n(C)c1=O	-3.1	nt	0.113	nt	1.3
Cc1cccc(OCCC(=O)Nc2ccc(S(=O)(=O)N3CCCC3)cc2)c1	-9.1	nt	0.385	nt	1.1
Cc1ccc(-n2c(=O)cc(N3CCC(C)CC3)[nH]c2=O)cc1	1.1	nt	-0.623	nt	1.4
Cc1ccc(CNC(=O)CCNS(=O)(=O)c2ccc3c(c2)c(=O)n(C)c(=O)n3C)cc1	-6.6	nt	-0.486	nt	1.2
O=c1cc(N2CCN(c3ccccc3)CC2)[nH]c(=O)n1C1CCCCC1	-5.2	nt	-0.483	nt	1.1
CSc1ccc(S(=O)(=O)Nc2ccc3c(c2)OCCO3)cc1	nt	4.8	-0.746	1.9	nt
NC(=O)C1CCCNC1 (centres undefined)	nt	1.3	-0.626	-21.0	nt
Cc1ccc(-c2nc3cnccn3c2Nc2ccc3c(c2)OCO3)o1	nt	-0.5	-0.739	4.4	nt
Cc1cc2cc(CNC(=O)Cc3cccs3)ccc2n1C	nt	3.0	0.509	-2.4	nt
Cc1cc2cc(CNC(=O)c3ccc(S(=O)(=O)N4CCOCC4)cc3)ccc2[nH]1	nt	3.0	0.00775	2.2	nt
O=C1c2ccccc2C(O)N1Cc1ccccc1Cl (centres undefined)	nt	14.1	-0.443	3.5	nt
CC(=O)Nc1ccc(S(=O)(=O)N2CCN(c3cc(C)ccc3C)CC2)cc1	nt	0.2	0.637	8.3	nt
CC1Cc2ccccc2N1C(=O)CCn1c(=O)sc2ccccc21 (centres undefined)	nt	7.9	0.79	10.6	nt
O=S(=O)(c1ccc(F)cc1)N1CCC(N2CCCC2)CC1	nt	-1.5	-0.688	8.5	nt
CCSc1nnc(Cc2cc(=O)[nH]c(=O)[nH]2)n1-c1ccc(Cl)cc1	nt	3.6	-0.381	-13.3	nt
Cc1nc(N2CCN(C)CC2)c2sc(=S)n(-c3ccccc3)c2n1	nt	-1.1	2.07	-11.3	nt
Cc1cc(C)c(C)c(S(=O)(=O)Nc2ccccc2C(=O)NCCCn2ccnc2)c1C	nt	-2.6	-0.504	-10.2	nt
CN1C(C(=O)Nc2ccccn2)=C(O)c2ccccc2S1(=O)=O	nt	6.0	0.499&-1.15	-0.7	nt
COc1ccc(-c2nc3c(c(SCC(=O)N4CCOCC4)n2)COC(C)(C)C3)cc1	nt	-0.8	-1.39	-11.0	nt
Fc1ccc(CNc2ccc(CNc3ncn[nH]3)cc2)cc1	nt	2.0	-0.162	10.2	nt
Cc1cc2cc(CNC(=O)c3ccc(Br)o3)ccc2[nH]1	nt	8.6	-0.323	-6.7[fluorescence artefact?]	nt

Structural class, the entries above containing a COOH group
SMILES	LYP inh 2	Candida biofilm	DAT uptake mod	Smad3 inh	MT1-MMP txn act
CC1=C(C(=O)OCc2ccccc2)C(c2ccc3ccccc3c2)NC(=O)N1CCCCCC(=O)O (centres undefined)	nt	nt	1.21	nt	1
COc1ccc(C2NC(=O)N(CCCC(=O)O)C(C)=C2C(=O)OCc2ccccc2)cc1 (centres undefined)	nt	nt	0.139	nt	1.2
Cc1nn(-c2ccccc2)c2sc(C(=O)O)cc12	nt	nt	-0.00388	nt	1.1
